AGP1-GFP MLPCN = modulators of AGP1-GFP expression in yeast TOR pathway, primary screen, cell-based, multiplex flow cytometry, S. cerevisiae, MLPCN library; AID 2066, 2009; 0.02% of 320,000 active; GFP response vs DMSO, % at 10 µM; 3 h; GFP as percent of DMSO wells;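 active means GFP response relative to DMSO above a set limit, near screen average plus 3 SD, cut at about 150% in these data; inconclusive means fewer than 70 cells counted for the yeast strain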;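 further: median GFP channel fluorescence of the gated AGP1 strain per well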
proCasp3 act = activators of human procaspase-3 D3A mutant, primary screen, biochemical, absorbance, PC-3 D3A mutant, single concentration. recombinant procaspase-3 D3A, Ac-DEVD-pNA absorbance 405 nm. activation, % at 8.5 µM. 0.11% of 330,000 active. AID 463141, 2010. Caspase-3 (Homo sapiens), P42574;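 active means activation above the mean of all tested compounds plus 3 SD, cut at about 21% in these data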;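 further: 0% = DMSO alone and 100% = DMSO wells spiked with extra 5 µM PC-3 D3A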
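material = Procaspase-3 D3A mutant | probe or stimulus = Ac-DEVD-pNA | compound = single dose, 8.5 µM nominal compound, 0.8% DMSO | timing = 1 h preincubation, 2 h reaction | measured by = 405 nm absorbance of p-nitroaniline, reads at 0 and 120 min | benchmarks = DMSO-only low control, 5 µM PC-3 D3A high control | repeats = singlicate, each compound tested once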
AHR activator = AHR activators, primary screen, cell-based, luminescence, luciferase reporter, human. activation, % at 5 µM. Aryl hydrocarbon receptor (Homo sapiens), P35869. AHR-responsive luciferase reporter cells. 2.5% of 320,000 active; in the data active means activation above about 47%;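 further: 0% = vehicle wells and 100% = reference agonist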
Target sequence (P35869 whole entry, looked up): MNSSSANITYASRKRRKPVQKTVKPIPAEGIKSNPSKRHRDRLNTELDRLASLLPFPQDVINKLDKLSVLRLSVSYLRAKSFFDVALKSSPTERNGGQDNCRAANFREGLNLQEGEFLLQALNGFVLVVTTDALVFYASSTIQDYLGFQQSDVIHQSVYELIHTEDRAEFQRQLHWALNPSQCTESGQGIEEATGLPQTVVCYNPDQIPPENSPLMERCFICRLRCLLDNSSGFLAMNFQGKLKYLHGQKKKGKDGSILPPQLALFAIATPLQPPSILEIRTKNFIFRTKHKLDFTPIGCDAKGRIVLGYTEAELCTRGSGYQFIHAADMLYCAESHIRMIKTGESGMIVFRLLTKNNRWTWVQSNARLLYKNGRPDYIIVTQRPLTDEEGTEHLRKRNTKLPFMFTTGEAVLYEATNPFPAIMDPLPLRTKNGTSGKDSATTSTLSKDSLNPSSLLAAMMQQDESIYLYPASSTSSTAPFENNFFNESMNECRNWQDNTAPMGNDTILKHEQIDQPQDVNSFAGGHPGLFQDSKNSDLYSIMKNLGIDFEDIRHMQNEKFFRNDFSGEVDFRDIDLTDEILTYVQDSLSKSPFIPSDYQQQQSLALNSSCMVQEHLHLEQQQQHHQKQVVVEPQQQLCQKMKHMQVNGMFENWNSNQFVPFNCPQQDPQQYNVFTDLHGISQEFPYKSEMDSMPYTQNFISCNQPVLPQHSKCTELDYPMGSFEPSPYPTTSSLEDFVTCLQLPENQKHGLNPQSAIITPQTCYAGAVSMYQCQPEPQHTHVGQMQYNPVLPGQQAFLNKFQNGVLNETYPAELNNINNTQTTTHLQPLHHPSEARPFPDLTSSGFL
LAP4-GFP MLPCN = modulators of LAP4-GFP expression in yeast, primary screen, S. cerevisiae, multiplex flow cytometry, MLPCN library; 3 h; median GFP as percent of DMSO wells; GFP response vs DMSO, % at 10 µM; 0.34% of 320,000 active; AID 2023, 2009;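 active means GFP response vs DMSO above a set limit, about the screen mean plus 3 SD, cut at about 150% in these data; inconclusive means under 70 cell events counted for the yeast strain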
proCasp7 act = procaspase-7 activators, primary screen, counter-screen for procaspase-3 activator project, biochemical, absorbance, HTS, human | Caspase-7 (Homo sapiens), P55210 | recombinant procaspase-7, Ac-DEVD-pNA absorbance 405 nm; D23A/D198A/D206A triple mutant, cannot self-cleave; scale: DMSO 0, 5 µM enzyme 100 | activation, % at 8.5 µM | 0.093% of 330,000 active;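 active means percent activation above the screen-wide mean plus 3 SD, cut at about 25% in these data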
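Detection: p-Nitroaniline absorbance at 405 nm, read at 0 and 120 min; system: Uncleavable procaspase-7 mutant enzyme; evaluation: % activation from two-timepoint absorbance difference, scaled to controls; times: 1 h enzyme–compound preincubation and 2 h substrate reaction, both 25 °C; buffer or medium: Zinc-free HEPES pH 7.4 with 300 mM NaCl, 0.01% Triton X-100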
RPL19A TOR yeast = RPL19A-GFP expression modulators in yeast, primary screen, cell-based, S. cerevisiae, multiplex flow cytometry, MLPCN; percent response vs DMSO, % at 10 µM; 0.3% of 330,000 active; S. cerevisiae RPL19A-GFP strain, 3 h; active compounds read low;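 active means percent response vs DMSO below 50%; inconclusive means fewer than 70 events counted for the yeast strain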;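 further: median channel GFP fluorescence of the barcoded RPL19A-GFP strain; ratio of sample median GFP to plate DMSO average so 100% = DMSO; lower means less RPL19A-GFP as with rapamycin TOR inhibition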
CIT2 TOR yeast = modulators of CIT2-GFP expression in yeast, primary screen, S. cerevisiae, GFP fusion, multiplex flow cytometry, MLPCN library. GFP response vs DMSO, % at 10 µM. 0.065% of 320,000 active. AID 2029, 2009. S. cerevisiae CIT2-GFP strain, 3 h; 100 means same as DMSO wells;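 active means GFP response relative to DMSO above a set limit, near the screen mean plus 3 SD, cut at about 150% in these data; inconclusive means Fewer than 70 cells measured for a yeast strain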;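 further: ratio of well median GFP fluorescence to mean of DMSO wells on the plate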
MEP2 TOR yeast = modulators of MEP2-GFP levels in yeast, primary screen, S. cerevisiae, multiplex flow cytometry, MLPCN library; S. cerevisiae MEP2-GFP strain, 3 h; 100% = DMSO control level; GFP response vs DMSO, % at 10 µM; 0.51% of 330,000 active;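 active means GFP response versus DMSO above a set limit, roughly screen mean plus 3 SD, cut at about 180% in these data; inconclusive means fewer than 70 cells counted for a yeast strain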;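 further: median GFP fluorescence of the barcode-gated MEP2-GFP cells per well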
An asterisk follows results filed as active; ? = inconclusive; · = no result given.

SMILES	AGP1-GFP MLPCN	proCasp3 act	AHR activator	LAP4-GFP MLPCN	proCasp7 act	RPL19A TOR yeast	CIT2 TOR yeast	MEP2 TOR yeast
CC(C)COC(=O)c1ccccc1N1C(=O)C2C3CCC(C3)C2C1=O (configuration not stated)	99	2	0	93	1	101	107	104
O=S(=O)(NC1CCCC1)c1cccc(S(=O)(=O)N2CCC(n3nnc4ccccc43)CC2)c1	101	8	3	91	7	99	·	98
Cc1cc(C)cc(NC(=O)C2CCN(c3cnccn3)CC2)c1	83	-4	12	106	3	93	87	63
CCC(=O)c1c(NC)cc(C)oc1=O	99	3	2	100	18	100	98	96
COc1ccc(C(=O)Nc2nnc(S(=O)(=O)Cc3ccccc3)s2)cc1	109	-5	2	102	7	107	107	117
c1ccc(Oc2cc(-c3ccccc3)ncn2)cc1	92	6	5	113	3	93	84	96
Cc1ccc2occ(/C=N/NC(=O)c3ccc(O)cc3)c(=O)c2c1	?	·	·	85	·	115	72	102
O=C1NC(Cc2ccccc2)C(=O)Nc2ccc(Br)cc21 (configuration not stated)	103	10	-2	100	-5	109	106	109
Cc1cccc(-n2c(N)c(C(=O)N3CCN(C)CC3)sc2=S)c1	102	-24	0	98	-26	99	101	99
CNc1ccccc1C(C)(C)c1cc(C)[nH]n1	101	1	2	95	1	99	99	105
Cc1ccc(C(=O)c2nc3c(n2O)CCCC3)cc1	99	1	4	97	5	98	107	94
Nc1nc(N)c2[nH]cnc2n1	103	-1	1	102	3	100	100	109
CCn1c(=O)cc(C(F)(F)F)[nH]c1=S	109	-14	-2	91	-5	104	112	101
OCCC1CN(CC(c2ccccc2)c2ccccc2)CCN1C1CCCC1 (configuration not stated)	105	8	10	100	-4	97	97	101
CCCC/C=C/C(NC(=O)c1ccc(-c2ccccc2)cc1)c1ccccc1 (configuration not stated)	101	6	4	97	-4	101	97	100
Cc1noc(C)c1COc1ccc(C(=O)NCc2ccccn2)cc1	95	-7	4	97	-1	100	91	97
O=S(=O)(Cc1ccccc1Cl)c1ncn[nH]1	107	-1	-2	104	9	96	98	100
O=C(CCC(=O)N/N=C/c1ccco1)N/N=C/c1ccco1	109	-3	2	104	22	100	97	97
N#CCc1ccc(NC(=O)c2cc(S(=O)(=O)N3CCOCC3)ccc2Cl)cc1	100	6	8	105	3	101	101	104
CC(=O)OC(C(=O)NCc1ccco1)c1ccncc1 (configuration not stated)	99	-9	1	94	-2	99	91	96
COC(=O)c1ccc(C(=O)O)nc1	109	2	-1	121	6	101	102	103
Cc1ccc(S(=O)(=O)N(Cc2ccccc2)c2ccccn2)cc1[N+](=O)[O-]	98	1	0	96	1	99	94	104
O=S(=O)(NCCc1csc(-c2cccnc2)n1)c1ccc(F)cc1	118	6	6	130	5	103	113	119
O=[N+]([O-])c1cccc(C2=NC(c3ccccc3)CO2)c1 (configuration not stated)	76	-1	26	126	-1	87	88	81
Cc1cc2c(=O)n(CC(=O)N3CCN(c4ccc(F)cc4)CC3)cnc2s1	100	2	-2	105	1	101	99	104
Cc1cc(NCc2ccccn2)nc2ccccc12	97	-6	26	89	5	93	96	91
CC1(C)Oc2ccc(C(=O)NC3CCCC3)cc2N(CC(=O)N2CCOCC2)C1=O	102	-1	-1	113	20	101	98	102
CC(=O)NS(=O)(=O)c1ccc(NC(=O)CSc2ccc(Cl)cc2)cc1	88	-1	-2	86	3	88	·	92
O=C(CCCl)Nc1ccc(S(=O)(=O)NCc2ccco2)cc1	100	1	-2	90	1	95	89	98
CCN(CC(=O)NCc1ccccn1)S(=O)(=O)c1cc(Cl)ccc1Cl	110	14	-5	107	4	99	108	96
O=C(NCc1ccccc1CN1CCCC1)c1cccc(S(=O)(=O)N2CCCC2)c1	104	9	2	110	2	101	97	100
COc1ccccc1C(=O)NC(CCSC)C(=O)NCCCSc1ccccc1 (configuration not stated)	89	-3	1	94	7	89	79	94
COc1cc(C(=O)Nc2cc(C(F)(F)F)ccc2-n2cncn2)cc(OC)c1OC	96	6	-7	98	0	100	103	103
COc1ccc(CNCC(O)COc2cccc3c2OC(C)(C)C3)cc1 (configuration not stated)	96	6	3	96	2	89	92	91
OCCC1CN(Cc2c(F)cccc2Cl)CCN1C1CCCCC1 (configuration not stated)	107	0	-2	92	5	98	89	98
O=C(COC(=O)[C@H](Cc1ccccc1)NC(=O)c1cccs1)Nc1ccccc1C(F)(F)F	106	-7	-1	103	3	100	99	104
COC(=O)c1cn(CC(=O)Nc2ccc(F)cc2)c2ccccc12	104	7	3	94	1	99	105	100
CCC(=O)c1ccc(OCc2ccc(C(=O)c3ccccc3)cc2)cc1	101	1	-1	101	1	118	103	110
Cc1ccc(S(=O)(=O)NCc2nc(-c3ccccc3)no2)cc1	100	2	1	89	-7	117	·	112
Cc1oc(/C=N/NC(=O)CN(c2ccccc2Cl)S(C)(=O)=O)cc1Br	100	-3	11	91	3	100	93	97
CCc1nn2cc(C(=O)c3cc(Cl)ccc3O)cnc2c1-c1ccc(F)cc1	99	9	4	83	8	106	102	105
CC(CCc1ccccc1)NC(=O)c1cc2sccc2n1C (configuration not stated)	106	0	1	104	12	103	101	97
O=C(CCN1C(=O)/C(=C/C=C/c2ccccc2)SC1=S)Nc1nc2ccccc2s1	109	-5	1	101	-6	114	107	109
CC1CC(C)CN(S(=O)(=O)N2CCC(C(=O)NCc3ccco3)CC2)C1 (configuration not stated)	107	-2	3	103	2	104	106	107
Cc1ccc(C(=O)Cn2cnc3ccccc3c2=O)cc1	102	-3	8	100	6	103	93	101
O=C(COc1ccccc1[N+](=O)[O-])NCCCN1CCCC1=O	101	-7	7	99	-5	101	99	100
CC(C)(C)c1ccc(-c2nnc(SCC(=O)NCC3CCCO3)n2N)cc1 (configuration not stated)	103	-14	4	107	-15	102	108	111
O=C(Nc1cccc(Cl)c1)c1cc(F)cc2c1OCOC2	100	-6	40	111	-3	99	95	99
COc1cccc(/C=C/C(=O)OCC(=O)NCC2CCCO2)c1 (configuration not stated)	101	3	4	94	-7	101	107	97
Cc1ccnc(NC(=O)C2CC(=O)N(c3ccc4c(c3)OCCO4)C2)c1 (configuration not stated)	95	-1	4	86	6	78	95	92

Further records
SMILES	AGP1-GFP MLPCN	proCasp3 act	AHR activator	LAP4-GFP MLPCN	proCasp7 act	RPL19A TOR yeast	CIT2 TOR yeast	MEP2 TOR yeast
Cc1cc(Cl)ccc1NC(=S)N(CCCN1CCOCC1)Cc1cccs1	100	-9	1	95	-16	97	98	100
COC(=O)/C=C1/SC(=NC(=O)c2ccc(F)cc2)NC1=O	·	-9	4	·	-10	108	·	105
CCCS(=O)(=O)N1CCC(C(=O)NCc2ccco2)CC1	103	-8	1	102	6	101	94	119
CCN1C(=O)[C@H]2[C@@H](c3ccc(-c4ccc5c(c4)OCO5)c(OC)c3)N[C@@](CC(C)C)(C(=O)OC)[C@H]2C1=O	90	-1	6	133	5	101	97	94
CC(C)CCNC(=O)COC(=O)c1cc(Br)c(Br)s1	108	5	-3	114	-6	106	101	108
COc1ccc(C)cc1NC(=O)c1ccc(NS(=O)(=O)c2cccc3cccnc23)cc1	102	-4	12	109	6	97	92	96
Cc1[nH]c2ccccc2c1Cc1n[nH]c(=S)o1	108	-1	0	87	-5	102	108	101
O=S(=O)(c1ccc2[nH]c3c(c2c1)CCCC3)N1CCCCC1	100	-5	6	105	-1	97	94	98
CCc1ccc(NC(=O)c2nc(S(=O)(=O)Cc3ccccc3)ncc2Cl)cc1	93	-7	15	114	-5	91	77	86
Cc1cc(NC(=O)CSc2nnc(-c3ccc(O)cc3)o2)no1	99	2	8	106	5	102	95	103
CSc1nc(Cc2ccc(Cl)cc2)nc2ccccc12	101	3	-5	161*	3	78	83	98
Cc1csc(NC(=O)CSc2nnc(-c3ccoc3C)n2C(C)c2ccccc2)n1 (configuration not stated)	95	-4	3	98	-4	104	103	101
CCOC(=O)C1CCCN(S(=O)(=O)c2cc(OCC(=O)NC3CCCCC3)c(C)cc2Cl)C1 (configuration not stated)	104	-2	-1	101	-5	98	104	101
Nc1c(S(=O)(=O)O)cc(NC(=O)c2ccccc2)c2c1C(=O)c1ccccc1C2=O	96	-8	24	98	-8	99	105	108
COc1ccc(NC(=S)Nc2cnc3ccccc3c2)c(OC)c1	108	-20	7	117	-18	108	105	113
CCOc1ccc(N2C(=O)CC(SCC(=O)O)C2=O)cc1 (configuration not stated)	100	-18	3	115	-25	97	99	102
O=C(Cc1ccc([N+](=O)[O-])cc1)N1CCc2ccccc2C1	92	0	5	93	-4	102	98	95
C=CCN(CC(=O)NC1CC1)S(=O)(=O)c1cccc(C(F)(F)F)c1	100	5	-1	97	6	99	97	101
CCOC(=O)C1CCCN(C(=O)Cn2ncc3c([nH]c4ccc(C)cc43)c2=O)C1 (configuration not stated)	111	-2	7	106	2	112	122	116
COc1cccc(OCCNC(=O)c2cccc(OC)c2)c1	98	-3	4	101	8	97	102	103

3 structures out of the list, ordered by formula weight, ascending:
SMILES	AGP1-GFP MLPCN	proCasp3 act	AHR activator	LAP4-GFP MLPCN	proCasp7 act	RPL19A TOR yeast	CIT2 TOR yeast	MEP2 TOR yeast
CCOc1ccc(N2C(=O)CC(SCC(=O)O)C2=O)cc1 (configuration not stated)	100	-18	3	115	-25	97	99	102
Cc1csc(NC(=O)CSc2nnc(-c3ccoc3C)n2C(C)c2ccccc2)n1 (configuration not stated)	95	-4	3	98	-4	104	103	101
CCOC(=O)C1CCCN(S(=O)(=O)c2cc(OCC(=O)NC3CCCCC3)c(C)cc2Cl)C1 (configuration not stated)	104	-2	-1	101	-5	98	104	101

Next section:
SMILES	AGP1-GFP MLPCN	proCasp3 act	AHR activator	LAP4-GFP MLPCN	proCasp7 act	RPL19A TOR yeast	CIT2 TOR yeast	MEP2 TOR yeast
CCN1C(=O)c2cccc3c(NC(=O)C(C)(C)C)ccc1c23	99	2	45	101	-2	103	100	100
Cc1ccc2nc(SCC(=O)Nc3ccc(C)c(Cl)c3)nc(=O)n2c1	91	-5	4	93	-3	96	94	98
O=S(=O)(NCCc1ccccc1)c1cccc2nsnc12	98	-1	0	99	-2	98	98	98
CCOc1ccc(S(=O)(=O)N2CCC(C(=O)NCc3ccncc3)CC2)cc1Cl	104	0	1	92	2	99	107	97
CN(CC(=O)Nc1ccc(N2CCOCC2)cc1)CC(=O)Nc1ccccc1C#N	98	-1	18	100	6	97	96	95
N/C(=N\OC(=O)CCCc1ccccc1)c1ccccc1	78	6	-3	95	2	107	114	109

Source: PubChem BioAssay (several laboratories)

This is a random part of the collection; any-hit rate near 3.5%.
